CHO parental Ca: signal in parental CHO cells, OX1R antagonist counter-screen | parental CHO-K1, ATP-induced calcium, Fluo-8 fluorescence | inhibition, % at 5.6 µM | actives 0.63% (n = 330,000) | AID 463079;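 active = inhibition above that plate's mean sample inhibition plus 3 SD, cut at about 26% in these data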;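 also: 0% = ATP-challenged DMSO wells and 100% = DMSO wells without ATP; some compounds past the cut are filed as inactive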
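Material: Parental CHO cells | Reagent: ATP | Compound dosing: Single nominal dose of 5.6 µM per compound | Detection: Intracellular calcium via Fluo-8 no-wash fluorescent dye | Read-out: % inhibition of ATP-induced calcium mobilization | Benchmarks: Low control ATP plus DMSO, high control DMSO only | Replicates: Singlicate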
OXTR potentiator: human OXTR potentiation; activation, % at 3 µM; CHO-OTR cells, Fluo-8 calcium fluorescence, potentiator mode; 0% = oxytocin EC15, 100% = EC100; actives 0.061% (n = 320,000); P30559;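 active = activation above that plate's cutoff, the mean activation of tested compounds plus 3 SD, cut at about 6.6% in these data, passing the limit was not always enough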;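 also: 100% uses oxytocin at 75 nM as the full agonist control; some results filed as inactive read as strong as hits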
Target sequence (P30559 whole entry, looked up): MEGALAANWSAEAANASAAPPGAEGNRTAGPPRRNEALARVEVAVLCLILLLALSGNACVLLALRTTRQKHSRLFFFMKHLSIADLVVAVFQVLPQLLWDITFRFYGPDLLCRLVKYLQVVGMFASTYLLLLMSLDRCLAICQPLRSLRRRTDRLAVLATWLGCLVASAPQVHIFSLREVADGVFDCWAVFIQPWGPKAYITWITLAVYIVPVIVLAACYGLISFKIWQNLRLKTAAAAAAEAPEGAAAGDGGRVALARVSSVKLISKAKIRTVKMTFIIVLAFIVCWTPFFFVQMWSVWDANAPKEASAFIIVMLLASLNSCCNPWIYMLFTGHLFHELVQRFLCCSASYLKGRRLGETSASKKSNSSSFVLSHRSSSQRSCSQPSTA
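System: human OTR in CHO cells / Also added: sub-maximal oxytocin, roughly EC15 / Control set: EC15 oxytocin low, 75 nM oxytocin high / Schedule: 6 min compound pre-incubation at room temperature, 100 s kinetic read / Compound: single-point 3.0 µM / Replication: singlicate / Technique: Fluo-8 calcium dye fluorescence / Read-out basis: % activation of max/min ratio relative to oxytocin controls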
V1aR counter: V1a receptor agonism, counter-screen for OXTR agonists | AID 2797 | activation, % at 3 µM | CHO-V1R cells, Fluo-8 calcium fluorescence, agonist mode; 0% DMSO, 100% 3 nM vasopressin | P37288 | actives 0.25% (n = 320,000);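 active = activation above the mean activation of all tested compounds plus 3 SD, per screening run, cut at about 20% in these data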;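 also: signal is peak over basal fluorescence ratio across a 100 second FLIPR read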
TAAR1 antagonist: antagonists of human TAAR1; CHO RD-HGA16 TAAR1, Fluo-8 calcium fluorescence, antagonist; inhibition, % at 3 µM; actives 1.5% (n = 360,000);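 active = inhibition above a per-plate cutoff, the mean inhibition of test compounds on that plate plus 3 SD, cut at about 49% in these data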;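 also: 0% = DMSO plus EC80 beta-PEA response and 100% = DMSO alone without agonist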
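Assay system: CHO-derived RD-HGA16 cells stably expressing human TAAR1 plus Gα16. Timing: 140 s kinetic read after compound, 140 s after agonist. Technique: kinetic Fluo-8 calcium fluorescence measurement. Measure: % inhibition of agonist calcium response.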
TAAR1 ag: human TAAR1 agonism; Q96RJ0; CHO RD-HGA16 TAAR1, Fluo-8 calcium fluorescence; vehicle wells 0%, saturating PEA agonist 100%; activation, % at 3 µM; actives 0.99% (n = 360,000);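 active = activation above the mean activation of all test compounds in the run plus 3 SD, cut at about 38% in these data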
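System: CHO RD-HGA16 cells carrying human TAAR1 plus Gα16; Incubation: 17-24 h seeding, 75 min 37 °C dye, 30 min RT; Measured by: Fluo-8 fluorescence, 5 s baseline then 140 s kinetic read; Control set: DMSO and PEA EC100; Replication: single well for each compound.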
CHRM1 PAM: potentiates human M1 receptor response to acetylcholine | actives 0.088% (n = 360,000) | activation, % at 3 µM | CHO-K1 hM1, Fluo-8 calcium fluorescence, ACh EC20; 0% = ACh EC20, 100% = maximal ACh | P11229; in the data active = activation above about 19%, passing the limit was not always enough
Target sequence (P11229 whole entry, looked up): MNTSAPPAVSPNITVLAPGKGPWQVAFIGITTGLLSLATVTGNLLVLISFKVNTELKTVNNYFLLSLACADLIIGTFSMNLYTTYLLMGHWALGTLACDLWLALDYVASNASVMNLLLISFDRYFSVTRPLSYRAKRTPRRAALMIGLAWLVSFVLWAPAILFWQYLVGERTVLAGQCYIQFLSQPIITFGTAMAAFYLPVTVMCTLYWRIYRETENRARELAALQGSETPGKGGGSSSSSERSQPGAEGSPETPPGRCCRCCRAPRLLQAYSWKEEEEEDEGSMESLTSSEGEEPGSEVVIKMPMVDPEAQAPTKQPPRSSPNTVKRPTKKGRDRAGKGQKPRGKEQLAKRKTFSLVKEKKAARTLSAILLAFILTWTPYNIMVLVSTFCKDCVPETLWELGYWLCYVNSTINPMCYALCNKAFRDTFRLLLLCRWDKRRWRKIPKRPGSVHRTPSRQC
M1 antag: blocks human M1 muscarinic receptor; actives 1.3% (n = 360,000); CHO-K1 hM1, Fluo-8 calcium fluorescence, ACh EC80 antagonist; P11229; inhibition, % at 3 µM;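 active = percent inhibition above its own plate's cutoff, namely the mean of that plate's compound wells plus 3 SD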;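 also: peak over basal fluorescence ratio during 140 s after agonist addition; 0% = ACh EC80 plus DMSO and 100% = DMSO alone without agonist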
OXTR ag: agonists of human oxytocin receptor | P30559 | CHO-OTR cells, Fluo-8 calcium fluorescence; normalized: DMSO 0%, oxytocin 100% | activation, % at 3 µM | actives 0.32% (n = 320,000) | AID 2435;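 active = activation above the mean of all tested compounds plus 3 SD, cutoff set per screening run, cut at about 20% in these data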;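 also: peak over basal fluorescence ratio from a 100 s FLIPR kinetic read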
M1 ag: activates human CHRM1 receptor. CHO-K1 hM1, Fluo-8 calcium fluorescence, agonist mode; 0% DMSO, 100% acetylcholine EC100. P11229. activation, % at 3 µM. actives 0.33% (n = 360,000);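 active = activation above the run's mean compound activation plus 3 SD, cut at about 16% in these data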;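 also: peak over basal fluorescence ratio within a 140 s kinetic read after compound addition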
An asterisk follows results filed as active; x = not tested or not shown.

SMILES	CHO parental Ca	OXTR potentiator	V1aR counter	TAAR1 antagonist	TAAR1 ag	CHRM1 PAM	M1 antag	OXTR ag	M1 ag
CCCNC(=O)C1(C)CCN(C(=O)COc2ccc(Cl)cc2Cl)C1 (configuration not stated)	x	x	x	-22	3	6	-12	x	-2
CCc1ccc(C(=O)COC(=O)c2ccccc2OC)cc1	-10	-1	-0.7	7	-2	2	2	-1.0	-4
Nc1nc(SCC(=O)NN(c2ccccc2)c2ccccc2)n[nH]1	-6	-8	-0.4	2	1	2	-3	-0.5	-4
COc1cc([N+](=O)[O-])ccc1NC(=O)Cc1ccc(F)cc1	4	-4	-0.9	13	-1	0	8	-1.9	-5
CCOC(=O)c1ccc(NC(=O)c2ccc(CO)c(C(=O)NC3CCN(C(=O)OCC)CC3)c2)cc1	-14	-10	-0.1	18	3	2	-1	-0.6	-3
CN(C)c1ccc(-c2nnc(-c3ccccc3F)o2)cc1	-7	-10	-0.1	1	1	5	-10	-1.7	0
O=[N+]([O-])c1cccc(N=Nc2ccc(O)cc2O)c1	x	x	x	16	4	-12	8	x	6
COc1nc(C)nc(C)c1Oc1ccc(Cl)cc1Cl	-4	-3	-0.9	-27	7	2	2	-2.7	-3
O=C(CCCN1C(=O)/C(=C/c2ccccc2OC(F)F)SC1=S)Nc1cccnc1	-24	-11	-0.5	42	1	-5	-2	-1.9	-2
O=C(Nc1nnc(SCc2ccc(Cl)cc2)s1)c1ccco1	3	-5	0.3	9	7	4	-17	1.8	2
Nc1nonc1C(=O)N/N=C/c1cc(Br)ccc1O	-12	-15	6.8	10	26	x	x	7.7	x
CCc1ccc(OC(=O)c2ccn(CC)n2)cc1	-19	-13	0.0	-2	10	5	2	-1.9	-1
COc1ccccc1NC(=O)Cn1c(O)c(N=NC(=O)c2ccccc2O)c2ccccc21	2	-9	-1.0	44	6	-10	28	-1.5	-1
CC1CN(Cc2ccccc2)C(=S)N(c2ccccc2)C1=O (configuration not stated)	x	x	x	-7	2	16	-20	x	1
Cc1nc2c(nnn2Cc2c(Cl)cccc2Cl)c(=O)[nH]1	-4	-2	0.5	-16	1	11	-1	0.0	3
CNc1nc(NN)nc(Nc2ccccc2)n1	-22	4	-0.9	9	2	12	-11	-2.0	-6
CCOc1ccc(NC(=O)CSc2nnc(Cc3cccn3C)n2-c2ccc(F)cc2)cc1	-21	5	-0.5	-27	-2	10	-21	-2.0	4
O=S(=O)(NC1CCCCCCC1)c1ccc(F)cc1	-10	-9	-1.6	-19	11	4	-7	-2.0	-4
O=C(N/N=C\c1ccccn1)C1COc2cc3ccccc3cc2O1 (configuration not stated)	-6	-18	0.1	16	4	4	-6	1.7	-2
CCOc1ccccc1Oc1coc2cc(OCC(=O)O)ccc2c1=O	-2	0	0.6	-5	9	13	-7	0.9	-8
O=C(O)CC12CSc3[nH]c(=O)sc3C1c1ccccc1OC2=O (configuration not stated)	-1	1	-0.2	x	x	x	x	0.3	x
CCCCC(=O)O[C@H]1CC[C@H]2[C@@H]3CCc4cc(O)ccc4[C@H]3CC[C@]12C	-22	-6	2.5	-16	15	-2	-15	-0.1	-1
NS(=O)(=O)c1ccc(-n2nncc2-c2ccco2)cc1	4	-11	-0.6	-16	3	4	6	-0.1	-1
O=C(Nc1ccccc1C(=O)N1CCOCC1)c1ccc(Cl)cc1	-3	-4	-0.3	0	4	17	-12	-0.6	-1
Cc1nn(Cc2ccccc2)c(C)c1C(=O)N1CCN(S(=O)(=O)/C=C/c2ccccc2)CC1	-29	-7	1.1	-1	4	-7	11	0.3	-5

Part of the list above in another layout:
Compound | CHO parental Ca | OXTR potentiator | V1aR counter | TAAR1 antagonist | TAAR1 ag | CHRM1 PAM | M1 antag | OXTR ag | M1 ag
CCOC(=O)c1ccc(NC(=O)c2ccc(CO)c(C(=O)NC3CCN(C(=O)OCC)CC3)c2)cc1 | -14 | -10 | -0.1 | 18 | 3 | 2 | -1 | -0.6 | -3
CN(C)c1ccc(-c2nnc(-c3ccccc3F)o2)cc1 | -7 | -10 | -0.1 | 1 | 1 | 5 | -10 | -1.7 | 0
O=[N+]([O-])c1cccc(N=Nc2ccc(O)cc2O)c1 | x | x | x | 16 | 4 | -12 | 8 | x | 6
COc1nc(C)nc(C)c1Oc1ccc(Cl)cc1Cl | -4 | -3 | -0.9 | -27 | 7 | 2 | 2 | -2.7 | -3
O=C(CCCN1C(=O)/C(=C/c2ccccc2OC(F)F)SC1=S)Nc1cccnc1 | -24 | -11 | -0.5 | 42 | 1 | -5 | -2 | -1.9 | -2
O=C(Nc1nnc(SCc2ccc(Cl)cc2)s1)c1ccco1 | 3 | -5 | 0.3 | 9 | 7 | 4 | -17 | 1.8 | 2
Nc1nonc1C(=O)N/N=C/c1cc(Br)ccc1O | -12 | -15 | 6.8 | 10 | 26 | x | x | 7.7 | x
CCc1ccc(OC(=O)c2ccn(CC)n2)cc1 | -19 | -13 | 0.0 | -2 | 10 | 5 | 2 | -1.9 | -1
COc1ccccc1NC(=O)Cn1c(O)c(N=NC(=O)c2ccccc2O)c2ccccc21 | 2 | -9 | -1.0 | 44 | 6 | -10 | 28 | -1.5 | -1
CC1CN(Cc2ccccc2)C(=S)N(c2ccccc2)C1=O (configuration not stated) | x | x | x | -7 | 2 | 16 | -20 | x | 1
Cc1nc2c(nnn2Cc2c(Cl)cccc2Cl)c(=O)[nH]1 | -4 | -2 | 0.5 | -16 | 1 | 11 | -1 | 0.0 | 3
CNc1nc(NN)nc(Nc2ccccc2)n1 | -22 | 4 | -0.9 | 9 | 2 | 12 | -11 | -2.0 | -6
CCOc1ccc(NC(=O)CSc2nnc(Cc3cccn3C)n2-c2ccc(F)cc2)cc1 | -21 | 5 | -0.5 | -27 | -2 | 10 | -21 | -2.0 | 4
O=S(=O)(NC1CCCCCCC1)c1ccc(F)cc1 | -10 | -9 | -1.6 | -19 | 11 | 4 | -7 | -2.0 | -4

(listing goes on)
SMILES	CHO parental Ca	OXTR potentiator	V1aR counter	TAAR1 antagonist	TAAR1 ag	CHRM1 PAM	M1 antag	OXTR ag	M1 ag
Cc1cc(C)nc(NS(=O)(=O)c2ccc(N=NN(C)C)cc2)n1	-5	1	1.7	-8	7	10	-21	0.8	-4
CCCCn1c(O)c(C(CC)=Nc2ccc3c(c2)CCC3)c(=O)[nH]c1=O	-22	-3	-0.2	8	6	1	-1	0.9	-5
O=C(NCc1ccc(F)cc1)C1Cc2ccccc2CN1C(=O)c1ccco1 (configuration not stated)	-8	-6	-0.8	4	1	1	5	0.7	-3
Cc1ccccc1OCCn1c(=O)sc2ccccc21	-12	-18	-1.4	17	11	-6	-2	-1.3	-8
CC1=C(C(=O)N(C(C)C)C(C)C)CC(CC(=O)NC2CC2)C(=O)N1Cc1ccccc1 (configuration not stated)	x	x	x	7	0	6	-10	x	-3
C=C(C)c1cccc(C(C)(C)NC(=O)NC2CCCC2)c1	2	5	-0.1	-4	2	6	0	-2.7	-7
COc1ccc(C(=O)OCC(=O)N2CCc3ccccc3C2)cc1OC	-13	2	1.3	1	0	6	-15	-0.2	-2
COC(=O)c1cc(S(=O)(=O)N2CCC(c3ccccc3)C2)c[nH]1 (configuration not stated)	5	-16	4.9	16	1	3	-4	6.2	3
O=C(COC(=O)c1cnccn1)NCCc1ccccc1	-3	-5	3.2	4	28	2	0	0.0	-3
CC(C)C[C@H](NC(=O)CCn1nnc2ccccc2c1=O)C(=O)O	-11	-5	0.8	-22	3	4	-8	0.2	-3
CCOC(=O)c1cnc(-c2ccccc2)nc1N1CCOCC1	-22	6	-0.7	2	0	10	-1	-2.0	-4
Cc1ccc(CN(Cc2ccccc2)C(=S)NCC(=O)NCc2cccnc2)o1	5	-17	0.3	-14	2	2	2	0.0	-7
O=C1C2C(C(=O)N1/N=C/c1cccc([N+](=O)[O-])c1)C1C=CC2C12CC2 (configuration not stated)	3	-5	-0.7	-28	0	18	-10	-3.1	-10
CCCC(=O)Nc1ccc(C(=O)Nc2ccc([N+](=O)[O-])cc2OC)cc1	-8	-11	0.7	9	7	8	-6	-0.5	-2
CCCC(=O)Nc1cc(C(=O)N(C)CC(OC)OC)ccc1S(=O)(=O)c1ccc(C)cc1	-16	-8	0.8	-12	3	7	-14	-0.3	-5
Nc1nonc1-n1nnc(C(=O)N/N=C/c2ccccc2Cl)c1COc1ccc(F)cc1	-8	-11	0.8	32	1	-5	-3	-1.4	-3
O=S(=O)(Nc1ncnc2sccc12)c1cccc(F)c1	-2	-5	0.2	-7	4	4	-13	0.9	-1
CCCCN(C(=O)CCn1c(=O)oc2ccccc21)c1ccccc1	8	-9	-0.6	-15	2	-1	3	-2.6	-4
CCC1CCCCN1CCCNC(=O)C(C)n1nc(C)c2sc3ccccc3c2c1=O (configuration not stated)	-27	-6	-0.8	-21	1	-16	23	-0.4	-6
Nc1nc(NCC2CCCO2)nc(Nc2cccc(F)c2)c1[N+](=O)[O-] (configuration not stated)	-14	-2	0.3	-9	22	-4	8	0.7	1
O=C1C2CC=C(Cl)CC2C(=O)N1CN(Cc1ccco1)CN1C(=O)C2CC=C(Cl)CC2C1=O (configuration not stated)	-15	-6	0.2	-8	1	-13	-13	0.5	0
O=C(CCN1C(=O)c2ccccc2S1(=O)=O)Nc1ccc(Cl)cc1	x	x	x	35	32	-2	6	x	-1
Cc1nc(SCC(=O)Nc2ccccc2Cl)oc1C	-9	-10	4.5	1	-1	3	-7	-0.6	-3
Cc1ccc(-c2csc(NC(=O)C3=NN(c4ccccc4)C(=O)CC3)n2)cc1	20	-11	3.0	52*	12	-2	10	3.4	-6
C=CCn1c(SCC(=O)Nc2ncc(Cc3ccc(Br)cc3)s2)nnc1-c1ccncc1	-15	-4	4.8	-11	8	0	-5	4.2	-3
CN[C@H]1C[C@H]2c3cc(Oc4ccccc4C)ccc3CCN2C(=O)[C@H]1[C@H](C)O	x	x	x	0	-1	3	-9	x	-4
Cc1ccc(CN2CCN(CC(=O)N/N=C/c3ccc(C)o3)CC2)cc1	-21	2	0.8	-17	2	14	-14	0.4	0
CCN(c1ccccc1)S(=O)(=O)c1ccc(OC)c(NC(=O)CN2C(=O)NC(C)(C)C2=O)c1	-8	-5	-0.2	5	0	6	-3	-0.2	-3
CCCCN(C(=O)C(C)(C)Oc1ccc(Cl)cc1)c1c(N)n(CCC)c(=O)[nH]c1=O	-10	-3	0.8	5	14	4	-8	-0.1	-4
COc1ccc(C=O)cc1COc1ccc(F)cc1F	-5	-10	-1.0	16	0	4	-3	-1.3	-5

High-throughput results as filed in PubChem BioAssay.
